Compound activity deposited in PubChem by National Center for Advancing Translational Sciences (NCATS).
IMPase cell inh: qHTS Assay for Identifying the Cell-Membrane Permeable IMPase Inhibitors. Inositol monophosphatase 1 (Rattus norvegicus), P97697. CHO-M1 cells, IP1 accumulation, HTRF TR-FRET ratio. inhibition (IP1 accumulation), % at 46.1 µM. 120,000 tested, under 10 active. AID 901, 2007; active = well fitted curve in the direction sought with a large enough effect in the signal ratio, not every such curve was filed as active; inconclusive = small, poorly fitted or top-dose-only effect, or a change in a side signal; inactive = no such curve, though single readings can be large or run the other way; the % refers to the signal ratio;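 also: cells stimulated with carbachol in lithium chloride buffer; plate controls were DMSO basal wells for no effect and reference inhibitor wells for full effect; higher means more IMPase inhibition seen as more IP1 and lower FRET ratio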
Target sequence (P97697 whole entry, looked up): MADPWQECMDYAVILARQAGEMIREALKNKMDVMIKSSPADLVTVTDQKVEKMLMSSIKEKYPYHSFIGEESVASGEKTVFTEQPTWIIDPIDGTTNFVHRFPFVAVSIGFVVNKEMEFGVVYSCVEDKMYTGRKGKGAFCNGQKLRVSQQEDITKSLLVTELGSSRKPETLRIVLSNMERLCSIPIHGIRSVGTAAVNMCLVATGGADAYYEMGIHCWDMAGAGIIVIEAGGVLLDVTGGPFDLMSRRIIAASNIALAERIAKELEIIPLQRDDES
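Carbachol-driven Gq signalling in CHO-M1 cells (2000/well) generates IP1. Compounds that block IMPase raise IP1 and so reduce the FRET signal from Eu-anti-IP1 and d2-IP1 after a 10 min room-temperature lysis.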
* marks the source's active call; other numbers are inactive results; u = inconclusive. Not all compounds are listed; count on the stated rates, not on these rows.

Structure	IMPase cell inh
CCc1ccccc1NC(=O)Cn1c(=O)n(CC2CCC(C(=O)NCCc3ccccc3)CC2)c(=O)c2ccccc21 (stereo not drawn)	-9
CCCCOc1ccccc1NC(=O)CC1Sc2ccccc2NC1=O (stereo not drawn)	-3
Cc1cc(C)c2oc(-c3cccc(NC(=O)c4ccc(Br)o4)c3)nc2c1	-8
COc1ccc(OC)c(/C=C/C(=O)Nc2ccc(C(=O)OCCC(C)C)cc2)c1	u
CCOC(=O)c1ccc(NC(=O)c2sc3ccccc3c2Cl)cc1	-5
Cc1ccc(S(=O)(=O)n2nc(-c3ccc(Cl)cc3)nc2NCc2ccccc2)cc1	4
Cc1ccc(NC(=O)C2CC(=O)N(c3ccc(OC(C)C)cc3)C2)cc1 (stereo not drawn)	-5
O=C(NCCc1ccc(Cl)cc1)c1nnc(Cc2ccc(F)cc2)o1	8
COC(=O)c1c(NC(=O)/C=C/c2ccc(OC)cc2)sc2c1CCC2	5
O=C(CC1N=C2c3ccccc3N=C(SCC(=O)Nc3ccccc3F)N2C1=O)NCc1cccs1 (stereo not drawn)	-4
FC(F)(F)c1cccc(N2CCN(Cc3nnc(-c4ccccc4)o3)CC2)c1	-2
CCOc1ccc(S(=O)(=O)Nc2nc3ccccc3nc2Nc2ccc(OC)cc2)cc1	-2
O=c1oc2cc(O)ccc2cc1-c1nnc(Nc2ccccc2F)s1	-17
CC(=O)c1c(C)oc2ccc(N(C(=O)c3ccncc3)S(=O)(=O)c3ccc(F)cc3C)cc12	-11
Cc1ccc2nc(-c3ccc(C)c(NC(=O)Cc4ccccc4)c3)oc2c1	-13
CCc1nn(-c2ccccc2)c2nc(-c3cccc(OC)c3)c3cc(OC)c(OC)cc3c12	0
O=C1CC(c2ccc(F)cc2F)c2cc3c(cc2N1)OCO3 (stereo not drawn)	6
Cc1cc(C)cc(NC(=O)CSc2nnc(COc3ccccc3Cl)o2)c1	3
CCOc1ccc(C2c3c(oc4ccc(C)cc4c3=O)C(=O)N2c2nc(C)c(C)s2)cc1OC (stereo not drawn)	-2
Cc1cc(C)n(-c2nc3ccccc3nc2Nc2cc(C(=O)O)ccc2C)n1	-1
CCOC(=O)c1c(NC(=O)COc2cccc(C)c2C)sc2c1CCC(CC)C2 (stereo not drawn)	-6
COc1ccc(N2CCN(Cc3nnc(-c4ccc5c(c4)OCO5)o3)CC2)cc1	-10
COc1ccc(-c2cc(C(F)(F)F)nc(SCCC(=O)Nc3cccc(O)c3)n2)cc1	-4
Cc1cc(C)n(-c2nnc(Nc3ccc(C)c(Cl)c3)c3ccccc23)n1	-11
CCOCN(C(=O)CSc1nc2ccccc2[nH]1)c1c(C)cccc1CC	17
CCOC(=O)CSc1nc2sc3c(c2c(=O)n1Cc1ccccc1)CC(C(C)C)OC3 (stereo not drawn)	-1
Cc1cc(C)n(-c2nc3ccccc3nc2Nc2cccc(C)c2C)n1	10
Cn1c(=O)c2c(nc(N3CCOCC3)n2Cc2ccccc2F)n(C)c1=O	4
Cc1ccc(C)c(N2CCN(C(=O)c3cc4cc5ccc(C)cc5nc4s3)CC2)c1	-3
O=C(Nc1cccc(Cl)c1)c1c(NC(=O)C(F)(F)F)sc2c1CCCC2	8
COc1ccc(-c2c3c(=O)n(C)c(=O)n(C)c3c3c(-c4cccc(C)c4)nc4ccccc4n23)cc1	-3
COc1cc(-c2nc3ccccn3c2Nc2ccccc2C)ccc1O	-5
CCOc1ccccc1C(=O)Nc1ccc(S(=O)(=O)Nc2ncccn2)cc1	2
COC(=O)c1c(NC(=O)CCCOc2cccc(C)c2)sc2c1CCC(C)C2 (stereo not drawn)	u
Cc1ccc(OCCCC(=O)Nc2sc3c(c2C(N)=O)CCC(C)C3)cc1 (stereo not drawn)	-6
O=C(NCCN1CCN(c2ccccc2)CC1)Nc1ccccc1Br	2
CC1=C(C(=O)Nc2ccccc2)C(c2ccc(Br)cc2)n2nc(CCCO)nc2N1 (stereo not drawn)	-1
COc1ccc(CCNC(=O)c2ccc3c(c2)N=C(C)c2cc(C)ccc2S3)cc1OC	10
CCOc1ccc(NC(=O)Cn2cc(S(=O)(=O)N3CCN(c4ccccc4F)CC3)c3ccccc3c2=O)cc1	8
N#Cc1c(-c2ccccc2)cc(-c2ccccc2)nc1SCC(=O)Nc1ccc(Cl)cc1	-1
CCc1ccc(NC(=O)N2c3ccccc3Sc3ccccc32)cc1	-1
N#Cc1c(N)n(-c2cccc(Cl)c2)c2nc3ccccc3nc12	-6
COc1ccccc1OCCCn1c(-c2ccc(Cl)cc2)nc2ccccc2c1=O	-4
O=C(Cn1nc(C(F)(F)F)c2c1CCCC2)Nc1ccc(F)c(Cl)c1	15
CCCCCOc1ccc(C2c3c(oc4ccccc4c3=O)C(=O)N2c2nc(C)c(C)s2)cc1OCC (stereo not drawn)	2
CCOC(=O)/C(C#N)=C/c1ccc(-c2ccccc2)o1	u
CCn1c(=N)c(C(=O)NC2CCCC2)cc2c(=O)n3ccccc3nc21	2
COc1cccc(NC(=O)Cn2c(=O)n(Cc3ccc(C(=O)NCc4ccc(C)cc4)cc3)c(=O)c3ccccc32)c1	14
COc1cccc(NC(=O)c2sc3nc(C)c(C(=O)Nc4ccc(C)cc4C)c(-c4cccs4)c3c2N)c1	-9
COc1cccc(NC(=O)/C(C#N)=C/c2ccc(-c3ccc(C)cc3)o2)c1	-4

More compounds.
Structure	IMPase cell inh
Nc1ccc(NC(=O)c2cccc(C(=O)Nc3ccc(N)cc3Cl)c2)c(Cl)c1	7
Cc1cccc(Oc2nc3c(c(=O)n(C)c(=O)n3C)n2C)c1	7
CC1CCc2c(sc(NC(=O)CCCOc3ccccc3)c2C(N)=O)C1 (stereo not drawn)	1
CCOC(=O)c1c(Nc2cccc(O)c2)nnc(-c2ccccc2)c1-c1ccccc1	6
CCCCN(C)S(=O)(=O)c1ccc(NC2=NS(=O)(=O)c3ccccc32)cc1	u
C#CCSc1nc2sc3c(c2c(=O)n1Cc1ccccc1)CCCC3	-5
O=C(CSc1nc(O)c(C/C=C/c2ccccc2)c(=O)[nH]1)Nc1cccc(F)c1	-4
Cc1ccc(Cl)cc1N1CCN(C(c2ccc(F)cc2)c2nnc(-c3ccccc3)o2)CC1 (stereo not drawn)	3
CC(C)c1ccc2oc(-c3cc(NC(=O)c4cccnc4)ccc3Cl)nc2c1	7
Cc1cc(C)cc(OCC(=O)Nc2cccc3cccnc23)c1	-12
COc1ccc(-c2cc(OC(=O)c3ccccc3C)c3c(C)oc(C)c3c(=O)c2)cc1	6
CCC(C)OC(=O)/C(C#N)=C\c1ccc(-c2ccccc2Cl)o1 (stereo not drawn)	0
Cc1ccc(/C=C(\C#N)c2nc(-c3cc4c(ccc5ccccc54)oc3=O)cs2)cc1	-8
Cc1ccc(C(C)C)c(OCCn2cc(C(=O)c3ccco3)c3ccccc32)c1	3
Cc1ccc(-c2nnc(Nc3ccccc3)c3ccccc23)cc1S(=O)(=O)N1CCOCC1	-8
COc1ccc(NC(=O)CN2C(=O)C(=O)c3ccccc32)c(OC)c1	7
CC(C)(C)c1ccc(OCC(=O)NC(Cc2c[nH]c3ccccc23)C(=O)O)cc1 (stereo not drawn)	-3
CCCCC(=O)N(c1ccc2oc(C)c(C(C)=O)c2c1)S(=O)(=O)c1ccc(F)cc1C	14
COc1cccc(-c2nc(SCC(=O)NCC3CCCO3)c(-c3ccc(F)cc3)[nH]2)c1 (stereo not drawn)	-3
Cc1cc(-c2nc3ncccc3o2)ccc1NC(=O)c1ccc(Br)cc1	-4
CCOC(=O)Cc1ccc(NC(=O)Nc2cc3c(cc2N2CCCCC2)n(C)c(=O)n3C)cc1	7
CCn1c(=O)sc2cc(NC(=O)c3cccc(OC)c3)ccc21	0
COc1ccccc1C(=O)N1c2ccccc2C(C)(c2ccc(Cl)cc2)CC1(C)C (stereo not drawn)	-1
CCc1nnc2c(NCc3ccc(F)cc3)nc3ccccc3n12	-4
COc1ccc(CCNC(=O)c2ccc3c(c2)N=C(C)c2ccccc2S3)cc1OC	12
COc1ccc(S(=O)(=O)N(CC(=O)NCCc2ccccc2)c2ccc(Cl)cc2)cc1	u
CCOc1cc(-c2nc3c(c(CC)nn3-c3ccccc3)c3cc(OC)c(OC)cc23)ccc1O	-28
CC1=C(C(=O)OCC2CCCCC2)C(c2ccc(Cl)cc2)CC(=O)N1 (stereo not drawn)	1
COc1ccccc1-c1nc2c3c(-c4ccccc4)c(-c4ccccc4)oc3ncn2n1	-7
COc1ccc(CCn2c3c(c(=O)[nH]c2=O)C(NC(=O)c2ccccc2OC)(C(F)(F)F)C(=O)N3)cc1OC (stereo not drawn)	-2
CCOc1ccc(S(=O)(=O)Nc2cc3c(C(=O)OC)c(COC)oc3c3ccccc23)cc1	-2
COc1ccc(OCc2nc3c4c(-c5ccc(OC)cc5)c(-c5ccc(OC)cc5)oc4ncn3n2)cc1	1
CCc1ccc2oc(-c3ccc(C)c(NC(=O)Cc4ccccc4)c3)nc2c1	-22
COc1ccc(Nc2nc3ccccc3n3c(N)nnc23)cc1	-7
COc1ccc(-c2nc3ccccc3s2)cc1NC(=O)c1cc(OC)c(OC)c(OC)c1	5
Cn1c(=O)c2c([nH]c(=O)n2Cc2ccc(Cl)cc2Cl)n(C)c1=O	12
O=C(c1cc2ccccc2oc1=O)N(Cc1cccc(Cl)c1)C1CCS(=O)(=O)C1 (stereo not drawn)	-3
Fc1ccc(Nc2nc(Nc3ccc(F)cc3)nc(N3CCOCC3)n2)cc1	-6
Cc1cccc(C)c1NC(=O)CSc1nc(-c2cccs2)cc(C(F)(F)F)n1	-15
O=C(Cn1c(=O)c2ccccc2n(CC(=O)Nc2ccccc2F)c1=O)NCCc1ccccc1	0
CCCCn1c(=N)n(CCOc2ccccc2OC)c2ccccc21	u
COc1ccc(Oc2c(C(F)(F)F)oc3c(CN4CCCC(C)C4)c(O)ccc3c2=O)cc1 (stereo not drawn)	-3
CCOC(=O)c1ccc(NC(=O)c2cn(-c3ccccc3)nc2-c2ccc(Br)cc2)cc1	-2
CCC(Cc1ccccc1)NC(=O)c1cccc(Nc2nc3ccccc3nc2-n2nc(C)cc2C)c1 (stereo not drawn)	-6
Cc1oc2c(cc(NS(=O)(=O)c3ccc(C(C)C)cc3)c3ccccc32)c1C(=O)OCc1ccccc1	-1
CCc1ccc(OCC(=O)Nc2ccc(Cl)c(-c3nc4cc(C)cc(C)c4o3)c2)cc1	5
O=S(=O)(c1ccccc1)c1nc(-c2cccc(Cl)c2)oc1N1CCOCC1	15
CCOc1ccc(S(=O)(=O)Nc2cc3c(C(=O)OCc4ccccc4)c(C)oc3c3ccccc23)cc1	0
CCn1c(=N)c(C(=O)NCc2cccnc2)cc2c(=O)n3cc(C)ccc3nc21	-3
COc1cc(/C=C(/C#N)c2nc(-c3cc4ccccc4oc3=O)cs2)ccc1O	u

Quoted at random: four entries already listed, in no set order.
Structure	IMPase cell inh
COc1cc(/C=C(/C#N)c2nc(-c3cc4ccccc4oc3=O)cs2)ccc1O	u
CCc1ccc(OCC(=O)Nc2ccc(Cl)c(-c3nc4cc(C)cc(C)c4o3)c2)cc1	5
CCOC(=O)c1ccc(NC(=O)c2cn(-c3ccccc3)nc2-c2ccc(Br)cc2)cc1	-2
Cc1oc2c(cc(NS(=O)(=O)c3ccc(C(C)C)cc3)c3ccccc32)c1C(=O)OCc1ccccc1	-1

4 entries from above, field by field:
smiles: CCCCn1c(=N)n(CCOc2ccccc2OC)c2ccccc21
- IMPase cell inh: u

smiles: COc1ccc(Oc2c(C(F)(F)F)oc3c(CN4CCCC(C)C4)c(O)ccc3c2=O)cc1 (stereo not drawn)
- IMPase cell inh: -3

smiles: CCOC(=O)c1ccc(NC(=O)c2cn(-c3ccccc3)nc2-c2ccc(Br)cc2)cc1
- IMPase cell inh: -2

smiles: CCC(Cc1ccccc1)NC(=O)c1cccc(Nc2nc3ccccc3nc2-n2nc(C)cc2C)c1 (stereo not drawn)
- IMPase cell inh: -6

The results go on.
Structure	IMPase cell inh
CCSc1nnc2n(-c3cccc(C)c3)c(=O)c3c4c(sc3n12)CCCC4	-4
Cc1ccc(S(=O)(=O)N(CC(O)Cn2c3ccccc3c3ccccc32)c2cccc(C(=O)N(C)C)c2)cc1 (stereo not drawn)	u
Cc1cc2nc(-c3ccc(NC(=O)c4cc5ccccc5o4)cc3)oc2cc1C	-5
Cc1c(C(=O)OC2CCCCC2)[nH]c2c1C(=O)CC(c1ccccc1)C2 (stereo not drawn)	-1
COc1ccc(CCCc2nnc(SCC(=O)Nc3ccc(C)cc3)o2)cc1	5
CCc1ccc(NC(=O)Cn2c(=O)n(CC3CCCO3)c(=O)c3cc(OC)c(OC)cc32)cc1 (stereo not drawn)	u
Cc1ccc(-c2csc(/C(C#N)=C/c3ccccc3Cl)n2)cc1	-6
Cc1ccccc1C(c1c(C)n(C)n(-c2ccccc2)c1=O)c1c(C)n(C)n(-c2ccccc2)c1=O	u
Cc1ccc(Nc2c(-c3ccsc3)nc3c(C)cccn23)cc1	6
COc1ccccc1OCC(=O)Nc1c(C(=O)c2ccc(C)cc2)oc2ccccc12	-4
COc1ccc(-c2cc(C(F)(F)F)nc(SCCC(=O)Nc3c(C)cccc3C)n2)cc1	5
